Assay outcomes: PubChem BioAssay, Sanford-Burnham Center for Chemical Genomics
HT1080 viability – HT1080 cell viability loss – fluorescence readout (AID 620); HT1080 viability, fluorescence; higher % means a stronger effect; cytotoxicity, % at 10 µM; hits with a dose series show EC50 in µM; actives 0.42% (n = 87,000); in the data active = cytotoxicity above about 50%;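 note: cells exposed to compound overnight then 4 h with Alamar Blue; 0% = vehicle DMSO and 100% = killing control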
An asterisk follows results filed as active. The list is partial; the hit share may differ from the screen's.

SMILES	HT1080 viability
COc1ccc(C(=O)Cc2cnn(-c3ccccc3)c2)c(O)c1	-4%
O=C(COc1ccccc1CNCc1ccccc1)Nc1ccccc1	13%
CCOC(=O)c1sc(NC(=O)c2ccc(S(=O)(=O)N(C)C)cc2)nc1C	-8%
CCN(CC)c1ncnc2scc(C3COc4ccccc4O3)c12 (stereo unspecified)	-6%
COc1cc(OC)c(C2=NOC(C(=O)NCCc3ccccc3)C2)cc1Cl (stereo unspecified)	5%
O=C1CCC(/C=C/c2ccccc2)=NN1Cc1ccc(Cl)c(Cl)c1	2%
CCN(CC)C(=O)CN(c1ccc(C)cc1)S(=O)(=O)c1ccc(SC)cc1	0%
Cc1ccc(OC(C)C(=O)Nc2ccc(S(=O)(=O)Nc3cc(C)on3)cc2)cc1 (stereo unspecified)	-13%
Cc1occc1-c1nnc(SCC(=O)Nc2nc(C(C)(C)C)cs2)o1	-2%
COCc1cc(C)nc(N2CCN(Cc3ccccc3)CC2)c1C#N	-3%
CCOc1ccccc1NC(=O)CSc1nnnn1-c1ccccc1	7%
Cc1cccc(OCC(=O)Nc2cc(C)on2)c1	12%
O=C(NC(=S)NC1CC1)c1cccnc1	16%
O=C(CCC(=O)OCC(=O)c1ccc(Cl)cc1)NC1CCCCC1	10%
COc1ccc(CCNC(=O)C2CCN(S(C)(=O)=O)CC2)cc1	-10%
Cc1cc(S(=O)(=O)Nc2ccc(F)cc2)c(C)s1	14%
COc1ccc(OCC(=O)Nc2cc(-c3nn(C)c(=O)c4ccccc34)ccc2OC)cc1	-12%
CN(C)S(=O)(=O)N(CC(=O)Nc1ccc2ccccc2c1)c1ccccc1	0%
COc1ccc(OCCCC(=O)Nc2cccnc2)cc1	-1%
C/C=C/C(=O)OCC(=O)Nc1nc2ccc(C)cc2s1	-5%
CC(=O)c1ccc(OC(=O)C(CCS(C)(=O)=O)N2C(=O)c3ccccc3C2=O)cc1 (stereo unspecified)	7%
CCOC(=O)c1ccccc1NC(=O)CSc1nnc(C(C)C)n1CC	-5%
Cc1ccc(N2CC(C(=O)OCc3ccc([N+](=O)[O-])cc3)CC2=O)cc1 (stereo unspecified)	15%
CC(C)Cc1ccc(S(=O)(=O)N2CCCC2)cc1	-2%
NNC(=O)c1cc2c(s1)CCCCCC2	-13%
(next part)
SMILES	HT1080 viability
CSc1nncn1/N=C/c1ccccc1F	7%
O=C(Nc1ccccc1-c1ccccc1)c1ccc(Br)o1	-14%
CCSc1nnc(NC(=O)c2ccc3ccccc3n2)s1	-16%
C=CCn1c(=O)n2ncnc2c2c3c(sc21)CCCC3	0%
Cc1nn(C(C)(C)C)c(OC(=O)c2ccco2)c1Sc1ccccc1	8%
O=C(Cc1ccccc1)NCC1CCCO1 (stereo unspecified)	-2%
CC1CCc2cc(F)ccc2N1C(=O)C1(C)CC1(Cl)Cl (stereo unspecified)	4%
Cc1ccc(NCc2nnc(SCC(=O)Nc3cc(C)on3)n2C)cc1	-20%
O=C(O)c1cnn2c(C(F)F)cc(C(F)F)nc12	18%
COC(=O)[C@@H]1C[C@H]1[C@@H](NC(=O)c1cccnc1)c1ccccc1	-3%
CCOc1ccccc1C(=O)Nc1cccc(-c2nnc(-c3ccccc3)o2)c1	-9%
O=C(Nc1cc(C(F)(F)F)ccc1F)C1CCCC1	12%
COCCNC(=O)COC(=O)/C=C/c1cnc2ccccc2n1	-11%
CCOC(=O)C(=O)/C(C#N)=C/Nc1ccc(Cl)cc1	3%
CCN(CC)C(=O)c1cnn(-c2ccccc2)c1NC(=O)c1ccccc1F	1%
O=C(OCCCN=C1NS(=O)(=O)c2ccccc21)c1ccccc1F	1%
CCCc1nnc(NC(=O)c2ccc(N3C(=O)C4C5C=CC(C5)C4C3=O)cc2)s1 (stereo unspecified)	11%
COC(=O)C1=C(CSc2nccn2C)NC(=O)NC1c1cc(C)ccc1C (stereo unspecified)	2%
CSc1cc(-c2ccccc2)n(Cc2ccccc2Cl)c(=O)c1C#N	58%*
COc1ccc(NC(=O)C2CCN(S(=O)(=O)c3c(C)noc3C)CC2)cc1Cl	5%
C=C(Cl)COC(=O)C1C2C=CC(C2)C1C(=O)O (stereo unspecified)	9%
CC(C)Nc1nc(NC(C)C)nc(NS(=O)(=O)c2ccc(N)cc2)n1	5%
CC(C)(C)n1nnnc1C(c1cccs1)N1CCN(Cc2ccc3c(c2)OCO3)CC1 (stereo unspecified)	-13%
N#CC(c1ccc(Cl)cc1)c1ccc2c(C(F)(F)F)cc(C(F)(F)F)nc2n1 (stereo unspecified)	51%*
CCCC[C@@H]1C[C@H]1C(NC(=O)c1ccco1)c1ccccc1C(F)(F)F (stereo partly specified)	-30%
Additional structures follow:
SMILES	HT1080 viability
O=C(Nc1nc(-c2ccccc2)cs1)c1cccc(S(=O)(=O)N2CCN(Cc3ccccc3)CC2)c1	-20%
Cc1cc(C(=O)CSc2nnc(-c3ccc(F)cc3)o2)c(C)n1CC1COc2ccccc2O1 (stereo unspecified)	5%
CC(=O)CSc1nnc(-c2ccc(S(=O)(=O)N3CCC(C)CC3)cc2)o1	-2%
CC(C)CC(c1nnnn1Cc1cccs1)N1CCN(c2nc3ccccc3s2)CC1 (stereo unspecified)	-9%
O=C(NC1CC1)c1cc(-c2ccccn2)nc2ccccc12	29%
CCc1c2c(nc3cccc(C(C)C)c13)-c1cccc(=O)n1C2	-16%
O=C(/C=C/Nc1cccc(F)c1)c1ccco1	3%
O=C(Nc1ccc2oc(-c3ccccc3)nc2c1)c1cccs1	16%
O=C(NC1(C(F)(F)F)NC(=O)N(Cc2ccccc2)C1=O)c1cccnc1 (stereo unspecified)	-18%
COCCN1C(=O)C(CC(=O)Nc2ccccc2)SC1=Nc1ccc(OC)cc1 (stereo unspecified)	4%
CC1CCc2c(sc(NC(=O)CSc3ncnc4c3cnn4-c3ccccc3Cl)c2C#N)C1 (stereo unspecified)	11%
CCC(C)(C)NC(=O)C(c1cccn1C)N(Cc1ccc(OC)cc1)C(=O)Cn1nnc2ccccc21 (stereo unspecified)	13%
O=C(NC1CC1)c1cc(F)c(F)cc1Cl	12%
CCOC(=O)c1sc(N(C)C(C)=O)nc1C	-12%
CC1=C(C(=O)OC2CCCCCCC2)C(c2cc3c(cc2Br)OCO3)CC(=O)N1 (stereo unspecified)	-10%
CCC(CC)c1nnc(NC(=O)c2ccc3ccccc3n2)s1	-6%
Cc1ccccc1-c1nnc2c3ccccc3c(C)nn12	13%
COc1ccc(/C=N/Nc2ncc(-c3ccccc3)cn2)c(OC)c1	3%
Cc1cc(C)nc(NS(=O)(=O)c2ccc(NC(=S)NC(=O)C3CCCC3)cc2)n1	1%
CCn1c(CNc2ccc(Cl)cc2)nnc1SCc1ccc(Cl)cc1	-3%
CC(C)NC(=O)c1ccc(-c2cc(C(F)(F)F)ccc2Cl)o1	46%
CC(C)(C)c1ccc(C(=O)N2CCC(C(=O)NCc3ccco3)CC2)cc1	13%
Nc1c(Cl)cc(Cl)cc1C(=O)OCC(=O)N1CCCC1	-12%
CC(C)(C)n1nnnc1C(c1cccnc1)N1CCN(c2ccccc2)CC1 (stereo unspecified)	-13%
COC(=O)c1ccccc1NC(=O)Nc1ccc2c(c1)OCO2	-7%
(listing goes on)
SMILES	HT1080 viability
O=C(Nc1ccccc1)C1CCN(C(=O)c2ccccc2)CC1	-4%
CC1CCN(C(=O)CCNC(=O)Cn2cnc3sc4c(c3c2=O)CCCC4)CC1	-1%
OC(COc1ccc2ccccc2c1)Cn1cncn1 (stereo unspecified)	-3%
CCCCn1ccnc1C(=O)c1cccc(S(=O)(=O)N2CC(C)CC(C)C2)c1 (stereo unspecified)	-28%
Clc1ccc(CSc2nnnn2-c2ccc3c(c2)OCO3)c(Cl)c1	-1%
COc1cc(NC(=O)C2CC(=O)NC3=C2C(=O)CCC3)c(OC)cc1Cl (stereo unspecified)	-4%
Cc1ccc(C)c(OCC(=O)NCCN(C)C)c1	-4%
Cc1cccnc1NC(=O)C12CCC(C)(C(=O)O1)C2(C)C (stereo unspecified)	8%
Sc1oc(-c2ccccc2)cc1C=Nc1ccccc1	-17%
CC1C(c2ccccc2)=[N+]([O-])C2(CCCCC2)N1O (stereo unspecified)	-6%
Cc1ccc(NC(=O)CCN2C(=O)CSC2=O)cc1	-10%
Cc1ccc(S(=O)(=O)N=Nc2c(O)[nH]c3ccccc23)cc1C	0%
O=C(c1cc(NC(=O)C23CC4CC(CC(C4)C2)C3)cc(NC(=O)C23CC4CC(CC(C4)C2)C3)c1)N1CCCCC1	-4%
Cc1ccccc1NC(=O)c1cc(S(=O)(=O)N2CCCCC2)cs1	-15%
COc1ccc(OC)c(C(=O)c2ccc(C(=O)c3cc(OC)ccc3OC)cc2)c1	7%
c1ccc2c(c1)nc(N1CCOCC1)c1nncn12	-2%
CCc1nc2ccccc2[nH]1	6%
Cc1cc(C(F)(F)F)nn1CC(=O)N(C)C1CCCCC1	-1%
CCC(CC)C(=O)Nc1cccc(C(=O)Nc2nccs2)c1	-3%
O=C(COC(=O)CC12CC3CC(CC(Br)(C3)C1)C2)NC(=O)NCc1ccco1	-3%
Cc1ccc(Cn2cc(/C=C/C(=O)O)c(-c3ccccc3)n2)cc1	-1%
Cc1cc(C(F)(F)F)nn1CC(=O)Nc1ccc(Br)c2cccnc12	-14%
CCCCNC(=O)CCNC(=O)c1ccc(C(C)(C)C)cc1	-13%
CCC(C)c1c(O)nc(SCC(=O)Nc2ccccc2)[nH]c1=O (stereo unspecified)	-6%
CC(C)CCN1CC(O)=C(c2nc3ccccc3[nH]2)C1=N	-4%
Additional results follow:
SMILES	HT1080 viability
COc1ccc(OC)c(-n2c(-c3ccc(C)cc3)n[nH]c2=S)c1	-15%
Cc1ccc(Cn2nc(C)c3cc(C(=O)OCC(N)=O)sc32)cc1	-3%
Cn1ncc(N=Cc2ccccc2)c1C(=O)Nc1cccc(Cl)c1	-13%
COc1ccc(NC(=O)c2ccccc2O)c(OC)c1	5%
CC1=CCC2C(=O)N(Cc3ccccc3)C(=O)C2C1 (stereo unspecified)	-3%
COCCNC(=O)CCSc1nc(-c2ccc(OC)cc2)cc(C(F)(F)F)n1	7%
O=C(NCCN1CCOCC1)c1cn(-c2ccccc2)nc1-c1cccs1	-14%
O=C1Nc2ncccc2OC1CCO (stereo unspecified)	8%
COc1ccc(C)cc1NC(=O)CCS(=O)(=O)c1cccc2nonc12	1%
CCCCCOC(=O)C1C(c2ccccc2)C(C(=O)O)C1c1ccccc1 (stereo unspecified)	-1%
COC(=O)[C@@H]1C[C@@]2(O)[C@H](O)[C@H](O)[C@H](O)C[C@H]2N1CC(c1ccccc1)c1ccccc1	19%
CCN(C(=O)CSc1ncccc1C(=O)OC(C)C)c1cccc(C)c1	-6%
O=C(O)CCC(=O)N1CCN(c2nc(-c3ccccc3Cl)c3cc(Br)ccc3n2)CC1	-5%
O=C(NCCN1CCN(C(=O)c2cccs2)CC1)C(=O)Nc1ccc(Br)cc1	8%
CCOc1ccc(C(=O)NCC(=O)OC2CCOC2=O)cc1OCC (stereo unspecified)	2%
CCSc1cc(C)nc2c(-c3ccc(Cl)cc3)c(C)nn12	-10%
CCCCCC1CC(CC(=O)NC(=S)Nc2ccc([N+](=O)[O-])cc2)C(=O)O1 (stereo unspecified)	4%
O=C1/C(=C\c2ccc3ccccc3c2)CCCc2ccccc21	-13%
COC(=O)CCS(=O)(=O)c1ccc(NC(C)=O)cc1	-2%
CNS(=O)(=O)c1ccc(C)cc1	-6%
CCn1cnc2c(cnn2-c2ccccc2)c1=O	-1%
Clc1ccc(SCc2cn3cccnc3n2)cc1	-3%
COC(=O)c1ccccc1NC(=O)/C=C/c1cc(OC)c(OC)c(OC)c1	-14%
Cc1nnc(-c2cnn(C)c2N)n1Cc1cccc(Cl)c1	8%
O=S(=O)(/C=C/c1ccccc1)N1CCN(c2cccc(Cl)c2)CC1	-6%
Cc1cccc(OCC(=O)O/N=C(\N)c2ccccn2)c1C	-1%
COCCN(CC(=O)NCc1ccc2c(c1)OCO2)C(=O)CCC(=O)Nc1nccs1	8%

Sorted by SMILES length (high to low): some entries from above.
SMILES	HT1080 viability
COC(=O)[C@@H]1C[C@@]2(O)[C@H](O)[C@H](O)[C@H](O)C[C@H]2N1CC(c1ccccc1)c1ccccc1	19%
COc1ccc(C)cc1NC(=O)CCS(=O)(=O)c1cccc2nonc12	1%
O=C(NCCN1CCOCC1)c1cn(-c2ccccc2)nc1-c1cccs1	-14%

Molecules listed so far that have fluorine:
SMILES	HT1080 viability
Cc1cc(S(=O)(=O)Nc2ccc(F)cc2)c(C)s1	14%
CSc1nncn1/N=C/c1ccccc1F	7%
CC1CCc2cc(F)ccc2N1C(=O)C1(C)CC1(Cl)Cl (stereo unspecified)	4%
O=C(O)c1cnn2c(C(F)F)cc(C(F)F)nc12	18%
O=C(Nc1cc(C(F)(F)F)ccc1F)C1CCCC1	12%
CCN(CC)C(=O)c1cnn(-c2ccccc2)c1NC(=O)c1ccccc1F	1%
O=C(OCCCN=C1NS(=O)(=O)c2ccccc21)c1ccccc1F	1%
N#CC(c1ccc(Cl)cc1)c1ccc2c(C(F)(F)F)cc(C(F)(F)F)nc2n1 (stereo unspecified)	51%*
CCCC[C@@H]1C[C@H]1C(NC(=O)c1ccco1)c1ccccc1C(F)(F)F (stereo partly specified)	-30%
Cc1cc(C(=O)CSc2nnc(-c3ccc(F)cc3)o2)c(C)n1CC1COc2ccccc2O1 (stereo unspecified)	5%
O=C(/C=C/Nc1cccc(F)c1)c1ccco1	3%
O=C(NC1(C(F)(F)F)NC(=O)N(Cc2ccccc2)C1=O)c1cccnc1 (stereo unspecified)	-18%
O=C(NC1CC1)c1cc(F)c(F)cc1Cl	12%
CC(C)NC(=O)c1ccc(-c2cc(C(F)(F)F)ccc2Cl)o1	46%
Cc1cc(C(F)(F)F)nn1CC(=O)N(C)C1CCCCC1	-1%
Cc1cc(C(F)(F)F)nn1CC(=O)Nc1ccc(Br)c2cccnc12	-14%
COCCNC(=O)CCSc1nc(-c2ccc(OC)cc2)cc(C(F)(F)F)n1	7%
